RXFP1 antag: qHTS Assay for Antagonists of the Relaxin Receptor RXFP1; Relaxin receptor 1 (Homo sapiens), Q9HBX9; HEK293-RXFP1, relaxin-stimulated cAMP HTRF, 30 min; active compounds read low; activity change, negative = inhibition, % at 57.5 µM; 350,000 compounds, 0.59% hits;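 active = activity change of -60% or lower, but not beyond a set lower limit; inconclusive = change between -60% and -40%, or beyond the set limit; inactive = change above -40%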; also: % is scaled to controls: 0 for no effect and ±100 for the full control effect
D2 potentiator: HTS Assay for Positive Allosteric Modulators of the Human D2 Dopamine Receptor: Primary Screen for Potentiators; D(2) dopamine receptor (Homo sapiens), P14416; HEK293 T-REx D2, calcium flux, EC20 dopamine potentiation; potentiation, % at 10 µM; 340,000 compounds, 0.34% hits;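 active = potentiation over 3 SD above the plate norm, cut at about 30% in these data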; also: 0% is about no effect
Target sequence (P14416 whole entry, looked up): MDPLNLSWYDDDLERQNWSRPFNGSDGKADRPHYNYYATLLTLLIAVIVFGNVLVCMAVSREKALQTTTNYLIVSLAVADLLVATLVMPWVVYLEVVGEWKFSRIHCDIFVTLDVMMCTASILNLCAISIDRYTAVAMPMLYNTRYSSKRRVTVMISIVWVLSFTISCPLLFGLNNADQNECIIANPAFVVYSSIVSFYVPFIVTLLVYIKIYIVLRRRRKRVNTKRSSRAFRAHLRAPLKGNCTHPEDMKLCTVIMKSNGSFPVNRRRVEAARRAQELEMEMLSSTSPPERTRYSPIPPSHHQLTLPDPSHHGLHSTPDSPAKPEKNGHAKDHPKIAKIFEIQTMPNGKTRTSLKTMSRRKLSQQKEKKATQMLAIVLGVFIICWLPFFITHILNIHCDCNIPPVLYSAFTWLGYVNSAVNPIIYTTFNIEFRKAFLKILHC
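Tetracycline-induced HEK293 T-REx cells force-coupled to calcium signalling expressed D2; compounds were pin-added after a 10 s baseline, read kinetically 180 s, then an EC20 dopamine challenge followed with a further 180 s calcium read.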
D1 PAM: Potentiators of Human D1 Dopamine Receptor: qHTS; 360,000 compounds, 0.036% hits; D(1A) dopamine receptor (Homo sapiens), P21728; potentiation, % at 10 µM; HEK293 TREx D1 cells, calcium flux, dopamine EC20 potentiation; in the data active = potentiation above about 30%; also: 0% is about no effect
Target sequence (P21728 whole entry, looked up): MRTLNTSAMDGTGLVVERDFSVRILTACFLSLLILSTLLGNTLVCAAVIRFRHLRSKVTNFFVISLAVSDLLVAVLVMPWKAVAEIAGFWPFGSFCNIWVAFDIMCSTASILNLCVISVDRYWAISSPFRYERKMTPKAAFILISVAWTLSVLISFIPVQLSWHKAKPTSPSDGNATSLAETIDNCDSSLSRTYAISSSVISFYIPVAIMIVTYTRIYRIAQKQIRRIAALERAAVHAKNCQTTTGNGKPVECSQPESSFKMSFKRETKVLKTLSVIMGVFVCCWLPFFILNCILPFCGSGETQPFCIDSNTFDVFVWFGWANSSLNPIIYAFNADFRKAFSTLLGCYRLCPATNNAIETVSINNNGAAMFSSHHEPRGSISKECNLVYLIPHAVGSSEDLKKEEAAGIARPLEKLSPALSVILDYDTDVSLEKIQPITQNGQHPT
D1 antag: Antagonist of Human D 1 Dopamine Receptor: qHTS; D(1A) dopamine receptor (Homo sapiens), P21728; HEK293 TREx D1 cells, calcium flux, dopamine EC80; active compounds read low; activity change, negative = inhibition, % at 10 µM; 360,000 compounds, 3.2% hits; AID 504652, 2011; in the data active = activity change below about -30%; also: % is scaled to controls: 0 for no effect and ±100 for the full control effect
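After overnight tetracycline induction at 30 C, force-coupled D1 HEK293 cells took up a no-wash calcium dye at room temperature. Compounds were added and monitored 180 s, and the response to EC80 dopamine was then recorded.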
D2 ag: HTS Assay for Allosteric Agonists of the Human D2 Dopamine Receptor: Primary Screen for Agonists. D(2) dopamine receptor (Homo sapiens), P14416. HEK293 T-REx D2 cells, calcium flux agonist mode. 340,000 compounds, 0.53% hits. activation, % at 2 µM;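 active = activation over 3 SD above normal in the single-dose calcium agonist read, cut at about 30% in these data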; also: 0% is about no effect
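Calcium-flux readout, 1 cycle/sec over 180 s following compound pin transfer, in inducible HEK293 Trex D2 cells (force-coupled); dopamine controls included. Positive calcium responses during this window marked compounds as potential agonists.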
TRHR PAM: qHTS for Small Molecule Agonists and Allosteric Enhancers of Human TRH Receptor: Primary Screen for Enhancers; Thyrotropin-releasing hormone receptor (Homo sapiens), P34981; TRHR cells, fluo-8 calcium fluorescence, EC20 TRH enhancement; enhancement, % at 2 µM; 360,000 compounds, 0.66% hits; in the data active = enhancement above about 30%; also: 0% is about no effect
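TRHR-expressing cells loaded with fluo-8 calcium dye were read kinetically (ex 480/em 530) during compound addition, then stimulated with an EC20 of TRH (10 nM final). Enhancement of the Gq-mediated intracellular calcium response was scored.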
D1 ag: Allosteric Agonists of the Human D1 Dopamine Receptor: qHTS; D(1A) dopamine receptor (Homo sapiens), P21728; activation, % at 2 µM; AID 504660, 2011; HEK293 T-REx D1 cells, calcium flux, agonist mode; 360,000 compounds, 1% hits; also: 0% is about no effect
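Agonism was scored from calcium flux recorded over 180 s (1 read/s) after pintool compound addition, following a 10-cycle baseline. Cells were inducible force-coupled HEK293 TREx D1, plated overnight at 30 C and loaded with no-wash calcium dye.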
TRHR agonist: qHTS for Small Molecule Agonists and Allosteric Enhancers of Human TRH Receptor: Primary Screen for Agonists; Thyrotropin-releasing hormone receptor (Homo sapiens), P34981; 360,000 compounds, 0.18% hits; TRHR cells, calcium flux fluo-8, FDSS agonist mode; activation, % at 2 µM; also: 0% is about no effect
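Steps: seed TRHR cells overnight; add fluo-8 no-wash Ca dye, RT 30 min–1.5 h; record 10 s baseline; pin-transfer compounds; monitor fluorescence 1 cycle/s for the agonist window. Calcium increases flag candidate agonists.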
D2 antagonist: HTS Assay for Allosteric Antagonists of the Human D2 Dopamine Receptor: Primary Screen for Antagonists; HEK293 TREx D2 cells, calcium flux, dopamine EC80; D(2) dopamine receptor (Homo sapiens), P14416; inhibition, % at 10 µM; 340,000 compounds, 2% hits; in the data active = inhibition above about 30%; also: 0% is about no effect
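Dopamine at EC80 is the agonist stimulus; test compounds precede it by 180 s. Calcium flux read kinetically in a force-coupled, inducible HEK293 T-REx D2 cell line.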
An asterisk follows results filed as active; u = inconclusive; x = not tested or not shown; & = joins results of further samples. Rule as the data show it, unless noted: active = activation above about 30%; inactive = the rest. Outcome played no part in choosing rows; any-hit rate near 7.3%.

Below each compound – RXFP1 antag	D2 potentiator	D1 PAM	D1 antag	D2 ag	TRHR PAM	D1 ag	TRHR agonist	D2 antagonist
CCC1CN(C(=O)N2CCC(C(=O)NCCc3ccc(Cl)cc3)CC2)c2ccccc2O1 (configuration not stated)
→ -36.0	-2.2	6.5	2.1	-0.6	1.8	1.5	-0.1	x
CCn1c(N2CCN(C(=O)Nc3ccc(F)cc3)CC2)nc2ccccc21
→ 3.6	7.0	-13.3	-9.5	0.8	4.1	3.1	-0.8	-16.3
CCc1noc(C)c1C(=O)N1CC(C)SC1=Nc1ccc(Cl)cc1 (configuration not stated)
→ -21.1	-6.8	-4.5	-0.7	0.3	-2.4	5.8	1.0	18.7
CCc1c(C(=O)N2CCN(c3ccccc3F)CC2)[nH]c(C)c1C(C)=O
→ 11.0	-1.8	0.4	2.0	1.8	-5.0	13.9	0.3	7.5
CC(C)Cc1nnc(NC(=O)c2cccc(S(=O)(=O)N3CCOCC3)c2)s1
→ -4.2	8.6	-1.4	-0.2	0.4	1.8	0.0	-0.1	2.0
COc1ccccc1C(CNc1ncnc2sc(C)c(C)c12)N(C)C (configuration not stated)
→ -5.3	-29.0	-0.1	-8.2	0.2	7.2	-2.0	-0.2	-2.7
COc1cc2c(=O)c(S(=O)(=O)c3ccc(C)cc3)cn(Cc3cccc(C)c3)c2cc1OC
→ x	-1.7	0.1	8.2	-0.2	4.9	14.6	0.1	x
O=c1[nH]ncc(N/N=C/c2ccccc2)c1Cl
→ -0.7	13.1	2.7	x	0.9	-2.3	-0.3	-0.2	-5.0
COc1ccc(-c2noc(-c3ccoc3C)n2)cc1
→ 7.1	-0.4	-8.7	-6.5	2.0	-2.9	3.6	1.3	-3.8
c1ccc(CSc2ccc3nnc(-c4ccccn4)n3n2)cc1
→ -3.7	0.1	-1.9	-3.9	-0.5	-1.8	-0.2	-0.5	-17.6
Cc1csc(NC(=O)Cc2ccccc2[N+](=O)[O-])n1
→ 8.7	-23.6	0.7	3.9	-0.2	23.3	1.0	0.4	0.5
CC(=O)Nc1ccc(S(=O)(=O)NCCC(=O)NNC(=O)c2ccncc2)cc1
→ 2.5	-6.4	2.2	-23.2	-0.4	10.4	0.2	0.2	20.5
Cc1nnc(NC(=O)C2CCCN2S(=O)(=O)c2ccc(Cl)cc2)s1 (configuration not stated)
→ 2.7	-3.1	-3.6	48.5	-1.7	-1.1	4.7	0.3	-17.6
COc1ccc(C2CC(=O)c3cc(-c4nc(-c5cccc(Cl)c5)cs4)c(=O)[nH]c3C2)cc1 (configuration not stated)
→ -0.7	-0.7	1.6	-0.8	0.8	-0.2	2.2	1.3	x
COc1ccc(/C=C2\SC(=Nc3ccccc3)NC2=O)cc1
→ x	-4.5	-5.7	0.7	0.3	10.4	2.7	2.1	9.2
Cc1ccccc1NC(=S)NC(NC(=O)N(C)C)C(Cl)(Cl)Cl (configuration not stated)
→ 3.7	12.9	-1.9	5.0	0.3	-6.4	-1.0	0.0	4.9
COc1ccc(NC(=O)Nc2ccc(N3CCCC3=O)cc2)cc1OC
→ -11.7	5.6	12.7	2.2	x	1.0	0.7	-0.5	x
O=S(=O)(/C=C/c1ccccc1)N1CCN(Cc2ccccc2)CC1
→ -4.9	2.0	-4.2	5.5	0.6	-3.7	-1.8	-0.4	-9.4
O=C(Nc1ccc2nc3n(c(=O)c2c1)CCCCC3)C(=O)N1CCN(c2ccccc2F)CC1
→ 29.8	5.0	1.9	-5.4	-1.3	2.8	6.6	-0.7	-2.5
CCCC(=O)NCCc1nc2ccccc2n1C
→ -5.5	5.3	-6.9	-8.4	0.3	8.1	1.8	0.7	-13.3
COCCCn1nnnc1SCC(=O)Nc1nc2ccccc2s1
→ -11.8	10.0	-4.0	-11.5	0.6	0.6	1.9	-0.2	-10.9
CS(=O)(=O)N(CC(=O)N1CCc2ccccc2C1)c1ccc2c(c1)OCO2
→ 3.5	-4.2	-0.3	-1.8	0.8	-3.9	0.0	0.0	24.9
CCCc1nc(SCc2ccc(OCC)cc2)n[nH]1
→ -8.9	-1.7	-2.8	-3.5	-0.5	10.2	5.7	-0.6	-12.6
C=C1N(c2cccc(Cl)c2)C(=O)OC1(C)C
→ 12.2	7.5	-5.0	0.2	0.2	-4.7	2.2	-2.1	-0.8
O=C(NCc1ccc(OC(F)(F)F)cc1)C1CC2Cn3c(nc4ccccc43)C2N1c1ccccc1 (configuration not stated)
→ x	-17.6	0.9	16.3	0.2	4.6	8.0	0.5	-21.1
COc1cc(C2NC(=O)NC(C)=C2C(=O)OC2CCCC(C)C2)ccc1O (configuration not stated)
→ -3.3	0.2	-6.5	-8.4	0.0	-4.8	0.6	0.2	7.1
Cc1ccc(CS(=O)(=O)c2cn(CC(=O)Nc3ccon3)c3ccccc23)cc1
→ -11.4	20.6	-4.2	-4.3	-0.3	3.8	0.0	0.0	12.5
N#Cc1nc(-c2ccc(OCc3ccccc3)cc2)oc1NCCCN1CCOCC1
→ -19.2	-1.8	-4.3	-46.5*	0.6	-2.7	29.2	0.2	18.8
Cc1nnc(SCC(=O)Nc2ccc(Br)cn2)[nH]c1=O
→ -15.0	-5.5	1.7	11.8	0.0	2.5	3.2	0.8	9.2
CC1CCCN(C(=O)c2cc3ccccc3cc2O)C1 (configuration not stated)
→ -1.8	1.2	5.0	-15.5	-0.4	-0.1	1.8	-0.2	0.0
COc1ccc2nc(Nc3nc(-c4ccncc4)cs3)sc2c1
→ -5.7	-3.2	-6.3	-7.6	0.4	5.6	1.5	-0.1	7.3
Cc1ccc(S(=O)(=O)N2CCC(C(=O)NCCc3ccccc3)CC2)cc1
→ 1.4	0.9	-3.1	-1.8	0.0	-2.4	1.1	-0.7	-7.3
Cc1ccc(/C=N/Nc2cn[nH]c(=O)n2)o1
→ -1.9	-4.8	2.4	-1.8	0.0	-2.5	0.8	-0.2	6.5
Cc1cc(C)cc(OCC(=O)N2N=C(c3cccnc3)CC2(O)C(F)(F)F)c1 (configuration not stated)
→ 3.4	-3.0	-0.7	0.3	0.5	6.1	5.9	-0.2	-11.5
c1ccc(-c2nc3c4ccccc4ccn3c2CN2CCCCC2)cc1
→ u	-16.3	-1.8	7.3	-0.5	14.7	1.6	0.0	-9.1
COc1ccc(NC(=O)C2CC(=O)n3ncnc3N2)cc1 (configuration not stated)
→ 21.6	-3.5	-5.3	14.1	1.1	-1.1	2.9	0.3	11.9
Cc1cc(C)n(S(=O)(=O)c2cc(C(=O)O)c(Cl)cc2Cl)n1
→ -19.6	x	-6.6	-13.5	0.9	-1.2	1.8	2.0	-17.0
Cc1nn(CC(=O)N2CCN(c3ccccc3)CC2)c(=O)c2cccn12
→ 5.8&-6.0	7.0&-5.4	-7.0&-2.0	0.9&-7.4	0.5&-0.8	9.9&-0.8	3.1&4.3	0.1&0.5	10.6
COc1cc(CNc2cccc(C(=O)O)c2)cc(Br)c1OCC(=O)NC(C)(C)C
→ 2.6	9.4	-3.4	3.5	-1.3	22.3	4.8	0.2	59.7*
Cc1ccc(-n2cc(CN(C)CCc3cn[nH]c3)c(-c3cccc(C)c3)n2)cc1
→ -21.9	-11.4	-5.8	-17.4	1.0	0.1	6.7	1.8	-8.1
Cc1ccc(C(=O)COC(=O)c2cccc(O)c2)s1
→ -24.3	-4.0	2.1	-13.0	-0.1	-6.8	3.3	0.6	-2.3
COc1ccc(OC)c(S(=O)(=O)Nc2cc3c4c(c2)CC(=O)N4CCC3)c1
→ 14.6	11.0	-0.8	-8.3	-0.6	-1.5	4.7	-0.7	-10.4
COc1ccccc1NC(=O)Cn1c(=O)n(Cc2ccccc2)c(=O)c2sc3ccccc3c21
→ x	3.0	-0.1	-2.1	-0.4	-1.8	-0.8	-0.2	x
C/C(=N\NC(=O)c1cccc(N/N=C(\C)c2cc(O)ccc2O)c1)c1cc(O)ccc1O
→ 7.6	-3.1	-2.1	0.6	0.2	-2.9	11.1	0.5	3.3
O=C(Nc1ccc(N2CCOCC2)cc1N1CCOCC1)c1ncoc1-c1cccc(F)c1
→ -1.4	2.1	-6.0	-4.3	-0.2	2.6	0.3	0.3	-20.5
COc1ccc(/C=C/C(=O)N2CC(C)OC(C)C2)cc1OC (configuration not stated)
→ 10.8	1.9	-4.0	3.7	-2.0	4.1	1.9	-0.4	-4.3
COc1ccc(NC(=O)CSc2nnc3c4c(nc(-c5ccccc5)n23)CC(C)(C)OC4)cc1
→ 1.8	8.1	-0.8	-7.9	-0.8	-3.5	0.4	0.7	-8.9
Cc1ccc(CNC(=O)CCC(=O)Nc2nnc(C(C)C)s2)cc1
→ -1.9	0.2	-0.4	21.6	-0.2	-2.6	-0.8	-0.2	-0.6
COC(=O)N/N=C(/c1ccccc1)C1CCCCC1
→ x	5.9	0.5	-4.2	0.4	4.3	2.8	0.5	-4.7
CSc1ccccc1NC(=O)Cn1c([N+](=O)[O-])cnc1C
→ 13.6	-11.9	-5.3	0.2	0.3	8.0	1.8	0.2	-10.2
O=C(NCc1ccccc1Cl)c1ccc(NC(=O)c2nsc3ccccc23)cc1
→ -10.6	-6.3	-2.4	-2.3	1.0	-2.3	3.3	0.5	x
CCc1ccc(NS(=O)(=O)c2ccc3[nH]cc(C(=O)N4CCCCCC4)c(=O)c3c2)cc1
→ 1.9	-5.4	-2.0	-11.5	0.8	-8.6	-1.2	-0.1	x

Quoted at random: two entries already listed
Below each compound – RXFP1 antag	D2 potentiator	D1 PAM	D1 antag	D2 ag	TRHR PAM	D1 ag	TRHR agonist	D2 antagonist
Cc1ccc(S(=O)(=O)N2CCC(C(=O)NCCc3ccccc3)CC2)cc1
→ 1.4	0.9	-3.1	-1.8	0.0	-2.4	1.1	-0.7	-7.3
COc1ccc(NC(=O)CSc2nnc3c4c(nc(-c5ccccc5)n23)CC(C)(C)OC4)cc1
→ 1.8	8.1	-0.8	-7.9	-0.8	-3.5	0.4	0.7	-8.9

Structures shown so far containing a COOH group (2):
Below each compound – RXFP1 antag	D2 potentiator	D1 PAM	D1 antag	D2 ag	TRHR PAM	D1 ag	TRHR agonist	D2 antagonist
Cc1cc(C)n(S(=O)(=O)c2cc(C(=O)O)c(Cl)cc2Cl)n1
→ -19.6	x	-6.6	-13.5	0.9	-1.2	1.8	2.0	-17.0
COc1cc(CNc2cccc(C(=O)O)c2)cc(Br)c1OCC(=O)NC(C)(C)C
→ 2.6	9.4	-3.4	3.5	-1.3	22.3	4.8	0.2	59.7*

Compound activity as filed in PubChem BioAssay.
